High-throughput results: PubChem BioAssay, Southern Research Specialized Biocontainment Screening Center
inhibitors of VEEV = inhibitors of VEEV TC-83 cytopathic effect, confirmation, Vero cells (AID 588727). Vero cells, VEEV TC-83 cytopathic effect inhibition; higher % means a stronger effect. inhibition, % at 20 µM, or IC50 in µM where a hit was titrated. 0.13% of 350,000 active; in the data active = a potency from the dose series; inconclusive = inhibition mostly from about 14% at the one dose, without a potency; inactive = the rest, 99 in 100 with inhibition below about 12%; also: strong numbers were not always called active
influenza NS1A = NS1A inhibition, H1N1 influenza, cell based functional assay (AID 504329); NS1A functional cell-based assay, percent inhibition; higher % means a stronger effect; inhibition, % at 12.5 µM; hits with a dose series show IC50 in µM; 0.3% of 340,000 active; in the data active = a potency from the dose series; inconclusive = inhibition above about 27% without an active follow-up result; also: strong numbers were not always called active
tuberculosis growth = growth inhibition of non-replicating M. tuberculosis (AID 488890) | one-dose inhibition, % at 25 µM; IC50 in µM for titrated hits | 0.39% of 320,000 active | Mycobacterium tuberculosis non-replicating, growth inhibition; higher % means a stronger effect; in the data active = a potency from the dose series; inconclusive = inhibition mostly from about 82% at the one dose, without a potency; inactive = the rest, 99 in 100 with inhibition below about 76%;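 also: plate controls were DMSO cells for no effect and high antibiotic wells for full effect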
H37Rv inhibition = M. tuberculosis growth inhibition, HTS (AID 449762); M. tuberculosis H37Rv growth inhibition, 7H9 media; higher % means a stronger effect; inhibition, % at 25 µM, or IC50 in µM where a hit was titrated; 0.59% of 330,000 active; in the data active = a potency from the dose series; inconclusive = inhibition above about 70% without an active follow-up result;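 also: bacterial growth assessed after seven days of incubation; strong numbers were not always called active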
PhoP GFP inhibition = Inhibition of PhoP regulon, Salmonella typhi GFP reporter cells, confirmation, 4 h (AID 1850). Salmonella Typhi PhoP-promoter GFP reporter, fluorescence, 4 h; higher % means a stronger effect. one-dose inhibition, % at 50 µM; IC50 in µM for titrated hits. 0.33% of 310,000 active; in the data active = a potency from the dose series; inconclusive = inhibition mostly from about 25% at the one dose, without a potency; inactive = the rest, 99 in 100 with inhibition below about 19%;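 also: 0% = induced wells with vehicle and 100% = uninduced wells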
inhibitors of VEEV 10K pilot screen = further read-out of inhibitors of VEEV, marked with its call; inhibition, %; measured here: 10K pilot screen inhibition
* = called active by the depositor; i = inactive; ? = inconclusive; / = not tested or not shown. Random draw from the library; overall some 1.5% were active at least once.

SMILES | inhibitors of VEEV | influenza NS1A | tuberculosis growth | H37Rv inhibition | PhoP GFP inhibition | others
COc1ccc2nc(NC(=O)C3=NN(c4ccccc4)C(=O)CC3)sc2c1 | 9.3% | 9.2% | 4.3% | 46.6% | -5.1%
Cc1ccc(C)c(CN2CCCNC2=O)c1 | 3.6% | 0.6% | -3.3% | -9.1% | -4.6%
O=C(NCc1ccco1)c1cc([N+](=O)[O-])ccc1N1CCCCC1 | 0.2% | -2.1% | 21.4% | 4.3% | -5.8%
O=[N+]([O-])c1cccc(N=NN(CCO)c2cccc([N+](=O)[O-])c2)c1 | i | 1.7% | -1.4% | 5.3% | -4.5%
O=C1CCCC2=C1C(c1cccs1)n1ncnc1N2 (stereo not given) | 0.2% | -3.0% | 6.5% | 4.0% | -0.5%
O=C1N(Cc2cccnc2)C[C@@H]2C[C@@H](c3ccccc3C(F)(F)F)N3CCC[C@@]123 | 0.6% | 2.0% | 2.0% | 2.7% | -2.1%
O=[N+]([O-])c1cc(-c2csc(NCCc3nc4cc(C(F)(F)F)ccc4n3CCCO)n2)ccc1Cl | 0.7% | -5.0% | 22.8% | -3.4% | -4.2%
O=C(COC(=O)c1cc([N+](=O)[O-])ccc1N1CCOCC1)Nc1ncc(Cl)cc1Cl | 3.3% | -12.2% | 22.4% | 1.0% | -11.0%
CCCCCc1c2c(cc(O)c1C(=O)O)OC(=O)c1cc(C(=O)CCCC)c(OC)cc1O2 | 1.4% | -4.8% | 24.6% | 4.5% | /
N#Cc1cc(N2CCOCC2)nc2ccccc12 | 1.6% | -22.0% | -3.2% | -2.9% | -15.9%
NCCCNC(=O)c1cc2ccccc2[nH]1 | 0.6% | 12.5% | 1.8% | -2.4% | 0.3%
COc1ccc(-n2nc3c(c2NC(=O)CCCCl)CSC3)cc1 | 1.3% | -0.6% | 2.7% | 0.4% | -0.8%
O=C(Oc1cc(-c2ccccc2)no1)c1ccc(Cl)cc1 | 1.7% | 0.6% | -3.7% | -7.3% | 19.5%
CC(NC(=O)/C=C/c1ccc(Br)cc1)c1ccccc1 (stereo not given) | 0.2% | -6.7% | -14.3% | -9.4% | 12.0%
Nc1c(N(Cc2ccccc2)C(=O)COc2ccc(F)cc2)c(=O)[nH]c(=O)n1Cc1ccccc1 | 2.5% | -6.7% | 6.0% | -12.4% | -14.4%
Cc1ccc(/C=N/n2c(C)cc(C)c(C#N)c2=O)o1 | i | -0.2% | -13.4% | 3.4% | -1.7%
Cc1cc(O)c(/C=N/Nc2ccc(F)cc2)c(=O)o1 | 1.7% | / | 9.8% | ? | 3.9%
COc1ccccc1NC(=O)Nc1nc(CC(=O)Nc2cccc(F)c2)cs1 | 10.2% | 13.5% | 17.9% | ? | 7.0%
CC[N+]12CCC(CC1)C(C(O)(c1ccccc1)c1ccccc1)C2 (stereo not given) | i | 10.0% | -0.4% | -15.6% | 0.3%
CN1CCCC1CCNc1ccc2c(=O)c3ccccc3oc2c1 (stereo not given) | 1.5% | 0.0% | 19.9% | 6.7% | -0.7%
CCCCC[C@H](O)/C=C/C1C(=O)C=C[C@H]1C/C=C\CCCC(=O)OC (stereo not given in full) | 4.2% | -15.7% | / | / | /
Cc1c(Cl)cccc1NC(=S)NC1CCCC1 | i | -14.5% | ? | -3.0% | -7.0%
CCOC(=O)c1c(NC(=O)CSc2nnc(-c3ccccc3)n2CC)sc(C(C)=O)c1C | i | 7.2% | 25.9% | 0.5% | 23.1%
CN1CCN(C(=O)CSc2nc(-c3cccs3)cc(-c3cccs3)c2C#N)CC1 | 11.3% | -18.8% | ? | 56.0% | -10.0%
Oc1ccc(Br)cc1C=Nc1cccn2cc(-c3ccccc3)nc12 | 1.1% | 3.4% | 31.0% | 3.5% | -15.4%
SMILES | inhibitors of VEEV | influenza NS1A | tuberculosis growth | H37Rv inhibition | PhoP GFP inhibition | others
Clc1ccc(Cn2cc(Br)cn2)cc1Cl | 0.1% | -9.6% | 58.6% | -2.6% | 11.9%
COc1cccc(CNC(=O)C(=O)NCC2CCCN2S(=O)(=O)c2cc(C)ccc2C)c1 (stereo not given) | 9.5% | -1.8% | 17.1% | 3.7% | 5.4%
CCCSc1nc(-n2ncc(C#N)c2N)c2c3c(sc2n1)CCC(C)C3 (stereo not given) | i | 2.6% | 4.8% | -6.7% | -1.6%
COc1ccc(Cl)cc1N=Cc1c(O)cc(C)oc1=O | 0.5% | -5.0% | -19.3% | -3.8% | -4.9%
COc1ccccc1NC(=O)N1CCC(NC(=O)C2CCCCC2)CC1 | 1.4% | 4.0% | 11.6% | -1.2% | 5.6%
CCCC(=O)Nc1ccccc1NC(=O)CN(C)S(=O)(=O)c1ccccc1 | 0.6% | -6.5% | 7.3% | 3.3% | -9.7%
COC(=O)[C@H](Cc1ccccc1)NC(=O)[C@@H](N)CC(=O)OCc1ccccc1 | 0.7% | -7.3% | -4.3% | -5.7% | /
Fc1ccc(C2=CC(c3cccs3)n3nnnc3N2)cc1 (stereo not given) | 0.6% | 7.2% | 77.2% | -0.4% | -2.0%
Cc1nn2c(N3CCOCC3)c3c(nc2c1-c1ccccc1)CCCC3 | 6.5% | -8.8% | 17.9% | 15.6% | 4.1%
COc1ccc(Nc2ncnc3c2c(C)c(C)n3CCO)cc1 | 0.5% | -9.7% | -1.8% | -7.5% | -4.7%
O=C(COc1ccccc1)N/N=C/c1ccc2c(c1)OCO2 | i | -3.2% | 10.7% | ? | 4.8%
Cc1nnc(SCC2=C(C(=O)O)N3C(=O)C(NC(=O)COc4ccc(F)cc4)C3SC2)s1 (stereo not given) | 1.0% | 3.5% | 8.4% | -17.8% | /
CN1CCN(S(=O)(=O)c2ccc3c(c2)C(C)(C)C(=O)N3C)CC1 | 0.2% | -3.4% | -10.1% | -0.2% | -9.1% | inhibitors of VEEV 10K pilot screen=0.2
COc1cccc(NC(=O)CNC(=O)[C@@H]2Cc3ccccc3CN2C(=O)OC(C)(C)C)c1 | 1.1% | 1.2% | 8.3% | 3.7% | 1.2%
CCOc1ccc(S(=O)(=O)N2CCN(C(=S)NCC3CCCO3)CC2)cc1 (stereo not given) | 5.3% | -15.9% | -5.5% | -4.3% | 13.9%
COc1ccc(OC)c(-n2c(CN3CCC(C(N)=O)CC3)nc3ccccc3c2=O)c1 | 1.7% | -1.9% | 6.4% | -4.0% | 9.0%
CCCCn1c(=O)[nH]c(=O)c2c1nc(CN(C)Cc1cccc(OC)c1OC)n2CCC | 6.3% | 17.6% | 8.0% | 1.7% | 7.7%
CCN1C[C@]2(CO)CC[C@H](OC)[C@@]34C5C[C@H]6[C@H](OC)C5[C@](O)(C[C@H]6OC)[C@@](O)(C(OC)C23)[C@@H]14 (stereo not given in full) | 1.1% | -2.3% | 12.9% | 3.0% | 11.8%
CCOc1ccc(N2C(=O)C(CC(=O)Nc3ccccc3)N(Cc3ccccn3)C2=S)cc1 (stereo not given) | 0.3% | 9.6% | 37.1% | 14.6% | 0.1%
CCOc1ccc(/C=N/n2nnnc2N)cc1OCC | 0.1% | -6.7% | 34.7% | 2.9% | 2.7%
COc1cc(NC(=O)c2cccc(C)c2)c(OC)cc1NC(=O)CN1CCOCC1 | 9.2% | 2.4% | 32.3% | 57.9% | 4.7%
CC(=O)Nc1ccc(-c2cc(N)n(-c3ccccc3)n2)cc1 | 0.7% | 17.9% | 0.8% | 1.9% | 7.5%
O=C(N=C1SC2CS(=O)(=O)CC2N1c1ccccc1F)C1CCCCC1 (stereo not given) | 1.9% | -2.2% | 5.5% | -1.7% | -2.6%
CCCCNC(=O)Cn1nc(Cc2ccncc2)c2ccccc2c1=O | i | -14.9% | 1.9% | -5.8% | 4.0%
O=C(CN1CCC(C(=O)c2ccc3c(c2)OCCO3)CC1)NCc1ccc(F)cc1 | 1.6% | 1.6% | 18.4% | -3.8% | -12.4%

Filtered by structure: the entries above with a COOH group
SMILES | inhibitors of VEEV | influenza NS1A | tuberculosis growth | H37Rv inhibition | PhoP GFP inhibition | others
CCCCCc1c2c(cc(O)c1C(=O)O)OC(=O)c1cc(C(=O)CCCC)c(OC)cc1O2 | 1.4% | -4.8% | 24.6% | 4.5% | /
Cc1nnc(SCC2=C(C(=O)O)N3C(=O)C(NC(=O)COc4ccc(F)cc4)C3SC2)s1 (stereo not given) | 1.0% | 3.5% | 8.4% | -17.8% | /

The main list resumes; the 6 compounds before the break are reprinted first.
SMILES | inhibitors of VEEV | influenza NS1A | tuberculosis growth | H37Rv inhibition | PhoP GFP inhibition | others
CCOc1ccc(/C=N/n2nnnc2N)cc1OCC | 0.1% | -6.7% | 34.7% | 2.9% | 2.7%
COc1cc(NC(=O)c2cccc(C)c2)c(OC)cc1NC(=O)CN1CCOCC1 | 9.2% | 2.4% | 32.3% | 57.9% | 4.7%
CC(=O)Nc1ccc(-c2cc(N)n(-c3ccccc3)n2)cc1 | 0.7% | 17.9% | 0.8% | 1.9% | 7.5%
O=C(N=C1SC2CS(=O)(=O)CC2N1c1ccccc1F)C1CCCCC1 (stereo not given) | 1.9% | -2.2% | 5.5% | -1.7% | -2.6%
CCCCNC(=O)Cn1nc(Cc2ccncc2)c2ccccc2c1=O | i | -14.9% | 1.9% | -5.8% | 4.0%
O=C(CN1CCC(C(=O)c2ccc3c(c2)OCCO3)CC1)NCc1ccc(F)cc1 | 1.6% | 1.6% | 18.4% | -3.8% | -12.4%
Cc1ccc(S(=O)(=O)N2CCC(C(N)=O)CC2)cc1C(=O)NC1CCCCC1 | 0.1% | -3.0% | 0.8% | -7.5% | -4.2%
O=C(CCC(F)(F)F)N1CCC(CO)(CCc2ccccc2)CC1 | 1.2% | -2.9% | 25.8% | 2.1% | 0.3%
Cc1cc(Br)ccc1NC(=O)c1sc2ncnc(N3CCN(c4ccccn4)CC3)c2c1C | 11.5% | -3.9% | 39.6% | ? | -9.4%
O=C(NCc1ccc(Cl)cc1)C1C2C=CC3(CN(Cc4cccnc4)C(=O)C13)O2 (stereo not given) | 4.4% | -3.2% | 3.1% | -7.9% | -4.8% | inhibitors of VEEV 10K pilot screen=0.7
CC1CCN(c2cc(C#N)c(C#N)cc2[N+](=O)[O-])CC1 | i | 9.6% | -13.7% | 13.0% | -4.1%
Cc1ccc(C)c(N2CCN(S(=O)(=O)c3csc(C(N)=O)c3)CC2)c1 | 0.1% | 1.3% | 30.7% | 7.6% | -10.7%
COc1ccccc1CCNC(=O)CSc1ccc(-c2cccs2)nn1 | 0.1% | 5.2% | ? | 4.9% | 0.1%
Cc1ccc2c(c1)CC1(CN2C)C(=O)NC(=O)N(c2cc(C)ccc2C)C1=O (stereo not given) | 3.6% | 2.3% | 12.5% | -3.1% | -4.0%
Cc1nn(C)c(C)c1C(C)NC(=O)c1cc(COc2ccc(F)c(F)c2)on1 (stereo not given) | 1.3% | -4.4% | -11.2% | -1.4% | 1.9%
CCOC(=O)Nc1ccc2c(c1)N(C(=O)CCN(C)C)c1ccccc1S2 | i | 1.6% | 23.3% | ? | -4.3%
CCOC(=O)Cn1cnc2scc(-c3ccc(C)c(C)c3)c2c1=O | 7.2% | -2.0% | 59.4% | 35.0% | -2.7%
CCOc1cccc2cc(-c3csc(NC(=O)CCC(=O)NCCN4CCCCC4C)n3)c(=O)oc12 (stereo not given) | 7.4% | 1.9% | 32.2% | 4.2% | -1.0%
Cc1ccc(CNC(=O)COC(=O)c2ccc(S(=O)(=O)N(C)C)cc2)cc1 | 0.4% | -10.8% | -7.8% | 0.8% | -1.8%
CCOc1ccc(NS(=O)(=O)c2coc(C(N)=O)c2)cc1 | 1.2% | -5.4% | 18.1% | -3.9% | 10.3%
COc1ccc(NC(=O)NCCCN2CCN(c3cc(C)ccc3C)CC2)cc1 | i | 11.8% | 48.3% | 6.3% | 8.6%
COC(=O)C1=C(c2ccc(Cl)c(C(F)(F)F)c2)C[C@@H]2CC[C@H]1N2C(=O)N1CCC(C)CC1 | 0.2% | 3.0% | 1.5% | 9.7% | /
Cc1ccc(OCC(=O)Nc2ccc(S(=O)(=O)N3CCN(C)CC3)cc2)cc1 | 0.1% | -3.4% | -0.6% | -7.6% | -5.1%
Cc1ccc(S(=O)(=O)NC(=O)c2cc(C)n(CCCn3ccnc3)c2C)cc1 | 0.7% | -17.4% | 70.1% | -6.8% | -6.3%
Clc1nnc(Cl)c2c1ncn2Cc1ccccc1 | 0.3% | 3.7% | -14.6% | -5.6% | 6.0%

A section from the list above:
SMILES | inhibitors of VEEV | influenza NS1A | tuberculosis growth | H37Rv inhibition | PhoP GFP inhibition | others
Cc1ccc(S(=O)(=O)NC(=O)c2cc(C)n(CCCn3ccnc3)c2C)cc1 | 0.7% | -17.4% | 70.1% | -6.8% | -6.3%
Clc1nnc(Cl)c2c1ncn2Cc1ccccc1 | 0.3% | 3.7% | -14.6% | -5.6% | 6.0%
